Source: PubChem (The Scripps Research Institute Molecular Screening Center)
OXTR potentiator: human OXTR potentiators, primary screen, fluorescence, CHO-OTR cells, Fluo-8 calcium; activation, % at 3 µM; Fluo-8 calcium fluorescence, potentiator mode; 0% = oxytocin EC15, 100% = EC100; AID 2445, 2010; actives 0.061% (n = 320,000);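 active means activation above that plate's cutoff, the mean activation of tested compounds plus 3 SD, cut at about 6.6% in these data, passing the limit was not always enough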;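 further: 100% uses oxytocin at 75 nM as the full agonist control; some results filed as inactive read as strong as hits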
Target sequence (P30559 whole entry, looked up): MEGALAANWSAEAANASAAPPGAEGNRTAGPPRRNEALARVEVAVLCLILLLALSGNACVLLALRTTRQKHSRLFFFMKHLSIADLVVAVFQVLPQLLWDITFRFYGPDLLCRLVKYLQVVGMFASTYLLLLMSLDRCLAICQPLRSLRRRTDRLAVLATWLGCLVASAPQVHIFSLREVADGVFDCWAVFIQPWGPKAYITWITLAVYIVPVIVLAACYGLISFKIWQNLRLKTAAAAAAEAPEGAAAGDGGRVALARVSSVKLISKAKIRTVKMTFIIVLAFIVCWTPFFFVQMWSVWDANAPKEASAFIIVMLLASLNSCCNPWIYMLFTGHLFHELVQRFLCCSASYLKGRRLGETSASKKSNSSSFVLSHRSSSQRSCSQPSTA
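Dosing: Single dose, 3.0 µM nominal final compound concentration | Material: Human OTR in CHO cells | Technique: Kinetic Fluo-8 calcium fluorescence | Benchmarks: EC15 oxytocin alone as 0%, 75 nM oxytocin as 100% | Probe or stimulus: Oxytocin at about EC15, sub-maximal agonist stimulus | Incubation: Compound 6 min at room temperature before oxytocin, 100 s read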
TAAR1 agonist: human TAAR1 agonists, primary screen, Fluo-8 calcium fluorescence, CHO RD-HGA16 cells; actives 0.99% (n = 360,000); vehicle wells 0%, saturating PEA agonist 100%; activation, % at 3 µM; Trace amine-associated receptor 1 (Homo sapiens), Q96RJ0;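 active means activation above the mean activation of all test compounds in the run plus 3 SD, cut at about 38% in these data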
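System: CHO RD-HGA16 cells carrying human TAAR1 plus Gα16; Incubation: 17-24 h seeding, 75 min 37 °C dye, 30 min RT; Measured by: Fluo-8 fluorescence, 5 s baseline then 140 s kinetic read; Control set: DMSO and PEA EC100; Replication: single well for each compound.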
CHO-K1 Ca antag: nonselective inhibitor or artifact in parental CHO-K1 cells | actives 0.6% (n = 360,000) | ATP-induced calcium, Fluo-8 fluorescence | inhibition, % at 3 µM | AID 602250;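 active means inhibition above a per-plate cutoff, the plate's mean sample inhibition plus 3 SD, cut at about 24% in these data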;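 further: 0% = DMSO plus EC80 ATP and 100% = DMSO alone without ATP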
CHO-K1 Ca PAM: nonselective calcium activators in parental CHO-K1 cells, primary screen, counter-screen for M1 PAM project, cell-based, Fluo-8 calcium fluorescence, full deck, 1536-well; activation, % at 3 µM; ATP EC20; 0% at ATP EC20, 100% at ATP max; actives 0.02% (n = 360,000);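 active means activation above the run cutoff, the mean activation of all test compounds plus 3 SD, cut at about 40% in these data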;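 further: peak over basal fluorescence ratio in a 140 s read after ATP addition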
M1 antag: human M1 muscarinic receptor antagonists, primary screen, CHO-K1 cells, Fluo-8 calcium fluorescence, 1536-well | inhibition, % at 3 µM | actives 1.3% (n = 360,000) | Muscarinic acetylcholine receptor M1 (Homo sapiens), P11229 | CHO-K1 hM1, ACh EC80 antagonist;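 active means percent inhibition above its own plate's cutoff, namely the mean of that plate's compound wells plus 3 SD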;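 further: peak over basal fluorescence ratio during 140 s after agonist addition; 0% = ACh EC80 plus DMSO and 100% = DMSO alone without agonist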
Target sequence (P11229 whole entry, looked up): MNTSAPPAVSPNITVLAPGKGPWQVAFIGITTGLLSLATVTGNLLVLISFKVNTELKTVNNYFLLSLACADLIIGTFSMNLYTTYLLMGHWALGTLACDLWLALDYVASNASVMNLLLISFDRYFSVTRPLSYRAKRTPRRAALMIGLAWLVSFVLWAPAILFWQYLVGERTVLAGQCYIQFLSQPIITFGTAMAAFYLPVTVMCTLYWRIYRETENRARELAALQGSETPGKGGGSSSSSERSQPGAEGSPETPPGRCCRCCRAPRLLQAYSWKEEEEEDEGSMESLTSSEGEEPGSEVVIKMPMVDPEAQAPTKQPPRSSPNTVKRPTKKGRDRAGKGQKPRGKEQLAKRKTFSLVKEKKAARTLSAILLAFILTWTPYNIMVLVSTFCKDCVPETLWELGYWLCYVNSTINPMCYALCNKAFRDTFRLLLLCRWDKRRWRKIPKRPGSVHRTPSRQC
CHO parental Ca: ATP-evoked calcium signal inhibitors, parental CHO, primary screen, counter-screen for OX1R antagonist project, cell-based, fluorescence, Fluo-8 calcium dye | parental CHO-K1, ATP-induced calcium, Fluo-8 fluorescence | inhibition, % at 5.6 µM | actives 0.63% (n = 330,000) | AID 463079, 2010;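 active means inhibition above that plate's mean sample inhibition plus 3 SD, cut at about 26% in these data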;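 further: 0% = ATP-challenged DMSO wells and 100% = DMSO wells without ATP; some compounds past the cut are filed as inactive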
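Assay system: untransfected parental CHO cell line. Also added: ATP agonist challenge. Dosing: one dose, 5.6 µM nominal. Measured by: Fluo-8 fluorescence. Read-out: % inhibition. Benchmarks: ATP wells versus no-ATP DMSO wells. Repeats: no replicates.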
TAAR1 antagonist: human TAAR1 antagonists, primary screen, Fluo-8 calcium fluorescence, CHO RD-HGA16 cells; actives 1.5% (n = 360,000); antagonist; Trace amine-associated receptor 1 (Homo sapiens), Q96RJ0; inhibition, % at 3 µM; AID 624466, 2012;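 active means inhibition above a per-plate cutoff, the mean inhibition of test compounds on that plate plus 3 SD, cut at about 49% in these data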;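 further: 0% = DMSO plus EC80 beta-PEA response and 100% = DMSO alone without agonist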
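Assay system: RD-HGA16 CHO cells with stable hTAAR1 and Gα16 / Reagent: EC80 β-phenethylamine stimulus / Doses: 3 µM, single point / Timing: dye loading 75 min at 37 °C, then 30 min room temperature / Measured by: Fluo-8 intracellular calcium dye fluorescence, real-time kinetic reads / Controls: vehicle wells and EC80 agonist wells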
M1 ag: human M1 muscarinic receptor agonists, primary screen, Fluo-8 calcium fluorescence, CHO-K1 cells, HTS; activation, % at 3 µM; actives 0.33% (n = 360,000); CHO-K1 hM1, agonist mode; 0% DMSO, 100% acetylcholine EC100;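 active means activation above the run's mean compound activation plus 3 SD, cut at about 16% in these data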;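 further: peak over basal fluorescence ratio within a 140 s kinetic read after compound addition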
CHO-K1 Ca ag: counter-screen for M1 agonists: effect in parental CHO-K1 cells; Fluo-8 calcium fluorescence; scaled to maximal ATP response, vehicle zero; actives 0.48% (n = 360,000); activation, % at 3 µM; AID 602248, 2012; in the data active means activation above about 15%;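 further: untransfected CHO-K1 host cells lacking M1 receptor as counterscreen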
Starred values were filed as active, the others as inactive; / = not tested or not shown.

SMILES | OXTR potentiator | TAAR1 agonist | CHO-K1 Ca antag | CHO-K1 Ca PAM | M1 antag | CHO parental Ca | TAAR1 antagonist | M1 ag | CHO-K1 Ca ag
C/C(=N\OCC(=O)Nc1ccccc1Br)c1cccs1 | -15 | -1 | -8 | 17 | -2 | -15 | -19 | -9 | 0.4
O=C(c1ccc(-c2ccccc2)c(F)c1)C1CCCN(CCCn2cccn2)C1 (stereo not drawn) | -5 | 11 | -17 | 8 | 10 | -21 | -19 | -5 | 3.4
O=C(Cc1ccccc1F)Nc1ccccc1-c1ccccc1 | 3 | 0 | -13 | 15 | -8 | -19 | -26 | -7 | 1.1
OC(c1ccccc1)C(NCCNCc1ccccc1)c1ccccc1 (stereo not drawn) | / | 2 | -3 | 4 | 38* | / | 13 | -9 | 1.4
O=C(c1ccc(Cl)cc1)C1CCCN(Cc2cccn2-c2cccnc2)C1 (stereo not drawn) | -1 | 0 | 6 | -11 | 12 | -33 | 8 | -13 | 0.5
O=C(O)CCCNC(=O)c1ccc(NC(=O)Cc2ccc(Cl)cc2)cc1 | -10 | 5 | 1 | 17 | 10 | -9 | 3 | -1 | 3.4
CCCNS(=O)(=O)c1cc(Br)cc2c1N(C(=O)CC)CC2 | 0 | 17 | -10 | -9 | -5 | -12 | -6 | -2 | 0.8
C/C=C\C=C/C(=O)Nc1cccc(C2=NOC3(C2)C[C@@H](C(N)=O)N(C(=O)/C=C/CC)C3)c1 (stereo partly drawn) | 0 | / | -5 | -10 | -5 | -4 | / | -1 | -0.5
COc1ccc(Nc2nc(-c3ccccc3)nc3ccccc23)c(OC)c1 | -27 | 4 | 2 | 19 | -6 | -13 | -6 | -7 | 0.1
CCc1ccc(NC(=O)CN(c2ccc3c(c2)OCO3)S(=O)(=O)c2c(C)noc2C)cc1 | -9 | 0 | -5 | 16 | -3 | -6 | 12 | -5 | 0.7
Cc1ccc(NC(=O)CSc2ccc3c(c2)OCCO3)nc1 | 2 | 9 | -7 | 14 | -12 | -22 | -60 | -6 | 1.1
Cc1ccccc1C(=O)NNS(=O)(=O)c1cccc([N+](=O)[O-])c1 | -5 | 6 | -5 | 12 | -6 | 0 | -1 | -4 | 2.1
CCOc1ccc(OCC(=O)c2c(O)c3ccccc3oc2=O)cc1 | -13 | 6 | -12 | 17 | -15 | 5 | -6 | -3 | 0.5
COc1ccc(Cl)cc1NC(=O)CCNC(=O)Cn1ccc2ccccc2c1=O | -3 | / | -3 | 3 | -4 | 4 | / | -2 | 12
O=C(NCc1ccccc1)C(c1ccccc1)N(C(=O)c1csnn1)C1CC1 (stereo not drawn) | 1 | 5 | 3 | 6 | 4 | -23 | 14 | -4 | 0.6
COc1ccc(Nc2ccc(Cl)cc2)c(C(=O)O)c1 | -6 | -1 | 2 | 15 | -5 | -9 | 1 | -3 | -0.3
COc1ccc(S(=O)(=O)N2CCC(C(=O)Nc3nnc(CCN4CCCCC4)s3)CC2)cc1 | -3 | 1 | -9 | 10 | 18 | -10 | -20 | -8 | -0.3
COc1ccc(N(CC(=O)NC2CC3CCC2C3)S(=O)(=O)c2ccc(C)cc2)cc1Cl (stereo not drawn) | / | 1 | 0 | -5 | 14 | / | 2 | -4 | -0.1
C[C@@H]1CN([C@@H](C)CO)C(=O)CCCn2cc(nn2)CO[C@H]1CN(C)S(=O)(=O)c1ccc2ccccc2c1 | / | 1 | 13 | -9 | 10 | / | 2 | -10 | -0.3
CCN(CC)C(=O)c1ccc(C(=O)Nc2ccc(F)cc2)cc1 | -8 | 1 | -11 | 9 | -4 | -11 | 10 | -5 | -0.1
NC(=O)CSc1ncnc2c1cnn2Cc1ccccc1 | -16 | 14 | 2 | 7 | -1 | 8 | 7 | -2 | 0.4
Cc1ccc(CNC(=O)c2ccc(Cl)c(S(N)(=O)=O)c2)n1C | 3 | 0 | -3 | -12 | -2 | -7 | -2 | -6 | 0.5
CCC(C)NC(=O)c1ccc(CS(=O)(=O)c2ccc(OC)cc2)o1 (stereo not drawn) | -7 | 0 | 7 | 9 | -8 | -8 | -13 | -4 | 1.0
Cc1c(C(C)C)c(=O)n(-c2ccc(S(=O)(=O)NC3CCCCC3)cc2)n1C | -28 | 8 | 9 | 1 | 8 | 11 | 19 | -8 | 9.9
O=C(/C=C/Nc1ccccc1F)c1ccc(Br)cc1 | 0 | 0 | -4 | 14 | -3 | -17 | -31 | -2 | 0.3
SMILES | OXTR potentiator | TAAR1 agonist | CHO-K1 Ca antag | CHO-K1 Ca PAM | M1 antag | CHO parental Ca | TAAR1 antagonist | M1 ag | CHO-K1 Ca ag
CCc1cccc(NC(=O)c2ccc(Cn3c(=O)[nH]c4ccsc4c3=O)cc2)c1 | -1 | 1 | -6 | 14 | -17 | -2 | 1 | 5 | 0.2
COc1ccc2nc(NC(=O)c3ccccc3O)sc2c1 | -25 | 8 | -4 | -13 | -8 | 7 | 9 | 3 | 1.0
Cc1nnsc1C(=O)NCc1c(F)cccc1Cl | -16 | -2 | -14 | -16 | 5 | 2 | 2 | -4 | 2.1
Cc1nn(CC(=O)NCc2ccc(C(=O)O)cc2)c(C)c1[N+](=O)[O-] | -4 | 12 | 24* | -15 | -3 | -19 | 5 | -1 | 1.8
O=C1CC(N2CCC(c3nc4ccccc4o3)CC2)C(=O)N1 (stereo not drawn) | -2 | 1 | -3 | 14 | 0 | 3 | -22 | -2 | 0.7
N#Cc1c(-c2ccccc2)nc(SCC(=O)Nc2ccccc2F)[nH]c1=O | -1 | 3 | -6 | 13 | 2 | -14 | -11 | -4 | -0.1
NC(=O)C1CCN(C2OC(=O)c3ccccc32)CC1 (stereo not drawn) | -6 | 13 | 9 | 6 | -18 | -4 | -18 | -3 | 0.0
C=CCSc1nnc(CC(OC)OC)n1-c1ccccc1 | -8 | 3 | 9 | -7 | -1 | 3 | 2 | -1 | -0.4
Cc1nnc(N2CCN(Cc3ccccc3)CC2)[nH]c1=O | -7 | 12 | -7 | 11 | -22 | -15 | -2 | -3 | -0.1
CCOC(=O)c1c(C)oc2ccc(OC(=O)N3CCOCC3)cc12 | -2 | 10 | -5 | -1 | -24 | -28 | -16 | -4 | 0.8
O=C(Nc1cnn(Cc2ccccc2)c1)NC12CC3CC(CC(C3)C1)C2 | -9 | 5 | -21 | -1 | -11 | -16 | 2 | -3 | -0.2
CC1CN(C(=O)Nc2ccc(F)cc2)C2(CCCCCC2)O1 (stereo not drawn) | -7 | 5 | -11 | 20 | -9 | 7 | -20 | -5 | 0.7
O=C(NC(=S)Nc1ccc(S(=O)(=O)Nc2nccs2)cc1)C1CC1 | 1 | 4 | -10 | 9 | -10 | 9 | -25 | -2 | 0.7
COc1cc(/C=C/C(=O)OCC(=O)NCC(=O)Nc2cccc(C)c2C)ccc1OC(F)F | 1 | 2 | -7 | -2 | -6 | -12 | 9 | -3 | 0.1
CCCC(c1nnnn1CS(=O)(=O)c1ccc(C)cc1)N1CCN(C2CCCC2)CC1 (stereo not drawn) | -3 | -1 | -9 | -7 | 10 | -23 | 5 | -10 | 0.5
O=C(CSc1n[nH]c(-c2ccccc2F)n1)NCC(=O)Nc1ccc(F)c(F)c1F | 0 | 3 | -6 | 2 | -5 | 8 | 1 | 0 | 0.0
O=C(Cn1nnc(-c2ccccc2)n1)N/N=C/c1ccco1 | -1 | 5 | -4 | 19 | 1 | -20 | -11 | -8 | 0.2
O=C(Cc1ccc(Cl)c(Cl)c1)Nc1cccnc1 | -1 | 3 | -11 | 18 | -6 | -4 | 10 | -1 | 6.6
O=C(NCc1cccc(Cl)c1)c1cccc(OC2CCN(C(=O)C3CC3)CC2)c1 | -11 | 4 | -2 | -5 | 1 | -24 | 34 | 0 | 11
O=C(Cn1c(CO)nc2ccccc21)NCCc1ccc(F)cc1 | -4 | 0 | 2 | -10 | -1 | 5 | -7 | -1 | 0.4
Cc1nn(-c2ccccc2)c2c1C(c1c(C)[nH]c(C#N)c1C)C(C#N)=C(N)O2 (stereo not drawn) | -7 | 5 | 3 | 12 | -4 | -8 | -13 | 0 | 0.0
COc1ccc(C2CC(=O)C3=C(C2)Nc2ccccc2N(C(=O)CCC(=O)O)C3c2ccc(F)cc2)cc1OC (stereo not drawn) | 0 | 1 | -6 | 1 | 0 | -5 | -37 | -2 | -0.1
CCOC(=O)c1csc(NC(=O)C2CCCCC2)n1 | -4 | 1 | -12 | 28 | -11 | -7 | -10 | -1 | 1.7
Cc1ccc(-c2cc(-c3cccc(F)c3)n[nH]2)c(O)c1 | -3 | 6 | -8 | 13 | -30 | -6 | 8 | -2 | 0.3
Cc1nc2ccccc2c(=O)n1NS(C)(=O)=O | -9 | 4 | -18 | 15 | -3 | -4 | -6 | -3 | 0.6
COCCOC(=O)C(C#N)c1nc2ccccc2nc1N1CCCC1 (stereo not drawn) | -6 | 4 | -9 | 6 | -4 | -22 | 6 | -5 | 0.7
O=C1N(Cc2cccc(Cl)c2)C[C@@H]2C[C@@H](c3ccsc3)N3CCC[C@@]123 | -12 | -1 | 11 | -6 | 34* | -10 | -13 | -12 | -0.6
CC1(C)CC(=O)C(C(=O)/C=C/NCCc2ccccc2)C(=O)C1 | 2 | 87* | -2 | 7 | -5 | -7 | 92* | -3 | 0.0
C=CCSc1nc2c(C(=O)OCC)nnn2c2ccccc12 | / | -3 | 0 | 21 | -11 | / | -17 | -5 | 0.6
Cc1cc(C)nc(SCc2nnc(SCc3ccccc3Cl)o2)n1 | -12 | 4 | -4 | 3 | 0 | -13 | 2 | -2 | 0.5

Printed as active in M1 antag, among the entries above:
SMILES,OXTR potentiator,M1 antag,TAAR1 antagonist,M1 ag
OC(c1ccccc1)C(NCCNCc1ccccc1)c1ccccc1 (stereo not drawn),/,38*,13,-9
O=C1N(Cc2cccc(Cl)c2)C[C@@H]2C[C@@H](c3ccsc3)N3CCC[C@@]123,-12,34*,-13,-12

Outcome played no part in choosing rows; any-hit rate near 4.2%.
